D1 potentiator: Potentiators of Human D1 Dopamine Receptor: qHTS. D(1A) dopamine receptor (Homo sapiens), P21728. HEK293 TREx D1 cells, calcium flux, dopamine EC20 potentiation. potentiation, % at 10 µM. 360,000 tested, 0.036% active. AID 504651, 2011; in the data active = potentiation above about 30%; also: 0% is about no effect
GRP78 ERSR act: qHTS for Inducers of the Endoplasmic Reticulum Stress Response (ERSR) in Human Glioma: qHTS; Potency, µM, for the others: top-dose activation, actives largely listed as activators; 420,000 tested, 0.02% active; AID 602332, 2012; U87-MG GRP78 promoter luciferase reporter, 16 h; also: potency is read from the fitted curve at half-maximal effect; series mostly up to about 76 µM; % of control where 0% means no effect; nearly all actives have a fitted effect of over 35% in size
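Stably transfected U87-MG human glioma cells carrying a GRP78-based luminescent sensor were seeded at 1000 cells/well, pin-dosed with compounds and incubated 16 h. Luciferase reagent was then added, and end-point luminescence was read after 10 min at room temperature.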
RXFP1 antagonist: qHTS Assay for Antagonists of the Relaxin Receptor RXFP1. HEK293-RXFP1, relaxin-stimulated cAMP HTRF, 30 min; active compounds read low. activity change, negative = inhibition, % at 57.5 µM. 350,000 tested, 0.59% active;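 active = activity change of -60% or lower, but not beyond a set lower limit; inconclusive = change between -60% and -40%, or beyond the set limit; inactive = change above -40%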; also: % is scaled to controls: 0 for no effect and ±100 for the full control effect
Vif-APOBEC3G blk: qHTS for Inhibitors of Vif-A3G Interactions: qHTS; DNA dC->dU-editing enzyme APOBEC-3G (Homo sapiens), Q9HC16; HeLa A3G-eYFP + Vif (tagged APOBEC3G with the HIV-1 protein that degrades it), YFP fluorescence, overnight; Potency, µM (highest dose often 46.1 µM), for inactives: at the top dose activity, negative = active, actives largely listed as inhibitors; 410,000 tested, 0.076% active; AID 602310, 2012;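 also: potency is read from the fitted curve at half-maximal effect; % is scaled to controls: 0 for no effect and ±100 for the full control effect; nearly all actives have a fitted effect of over 60% in size; hits raise eYFP signal because A3G escapes Vif-driven loss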
Target sequence (Q9HC16 whole entry, looked up): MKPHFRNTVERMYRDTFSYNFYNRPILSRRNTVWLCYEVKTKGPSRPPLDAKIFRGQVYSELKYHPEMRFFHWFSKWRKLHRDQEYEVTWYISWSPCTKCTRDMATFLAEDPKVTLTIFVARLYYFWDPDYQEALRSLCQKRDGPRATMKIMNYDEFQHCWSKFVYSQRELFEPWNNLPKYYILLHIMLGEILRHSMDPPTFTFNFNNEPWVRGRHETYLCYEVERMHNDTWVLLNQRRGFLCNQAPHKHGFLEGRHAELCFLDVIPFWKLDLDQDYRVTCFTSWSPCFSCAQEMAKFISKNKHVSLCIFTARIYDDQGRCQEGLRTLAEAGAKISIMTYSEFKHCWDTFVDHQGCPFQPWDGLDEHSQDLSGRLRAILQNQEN
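HeLa cells stably expressing Vif and C-terminally eYFP-tagged A3G, seeded overnight at 37 deg C, then exposed to compound by pintool overnight at 37 deg C. Rise in yellow fluorescence (Ex 488/Em 500-530, Acumen) marks blocked Vif-driven A3G degradation.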
RXFP1 ag: qHTS Assay for Agonists of the Relaxin Receptor RXFP1 | Relaxin receptor 1 (Homo sapiens), Q9HBX9 | HEK293T-RXFP1 cAMP TR-FRET, 30 min; response scale: percent of porcine relaxin response, buffer zero | Potency, µM (titrated, usually from 57.5 µM), for the others: top-dose activation, hits mostly activators | 370,000 tested, 0.3% active | AID 2676, 2010; also: potency is read from the fitted curve at half-maximal effect; % is scaled to controls: 0 for no effect and ±100 for the full control effect; nearly all actives have a fitted effect of over 60% in size; many of its hits are not listed in these tables
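HEK293 cells stably expressing RXFP1, treated 30 min at 37C with compounds plus PDE4 inhibitor Ro 20174; cAMP measured by HTRF TR-FRET. Normalized to buffer and 29 nM porcine relaxin; EC50 by Hill fit.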
Vif-A3F inh: qHTS for Inhibitors of Vif-A3F Interactions: qHTS; HeLa A3F-eYFP + Vif (tagged APOBEC3F with the HIV-1 protein that degrades it), YFP fluorescence increase; Potency, µM (titrated, usually from 46.1 µM), without a hit: at the highest dose activity, negative = active; 390,000 tested, 0.2% active; AID 602313, 2012; also: potency is read from the fitted curve at half-maximal effect; % of control where 0% means no effect; nearly all actives have a fitted effect of over 65% in size
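Fluorescence increase (Ex 488/Em 500-530) after overnight compound treatment at 37 deg C flags inhibition of Vif-driven A3F-eYFP loss in stable HeLa A3F-eYFP/Vif cells seeded overnight beforehand.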
D2 PAM: HTS Assay for Positive Allosteric Modulators of the Human D2 Dopamine Receptor: Primary Screen for Potentiators; D(2) dopamine receptor (Homo sapiens), P14416; 340,000 tested, 0.34% active; HEK293 T-REx D2, calcium flux, EC20 dopamine potentiation; potentiation, % at 10 µM;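 active = potentiation over 3 SD above the plate norm, cut at about 30% in these data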; also: 0% is about no effect
Target sequence (P14416 whole entry, looked up): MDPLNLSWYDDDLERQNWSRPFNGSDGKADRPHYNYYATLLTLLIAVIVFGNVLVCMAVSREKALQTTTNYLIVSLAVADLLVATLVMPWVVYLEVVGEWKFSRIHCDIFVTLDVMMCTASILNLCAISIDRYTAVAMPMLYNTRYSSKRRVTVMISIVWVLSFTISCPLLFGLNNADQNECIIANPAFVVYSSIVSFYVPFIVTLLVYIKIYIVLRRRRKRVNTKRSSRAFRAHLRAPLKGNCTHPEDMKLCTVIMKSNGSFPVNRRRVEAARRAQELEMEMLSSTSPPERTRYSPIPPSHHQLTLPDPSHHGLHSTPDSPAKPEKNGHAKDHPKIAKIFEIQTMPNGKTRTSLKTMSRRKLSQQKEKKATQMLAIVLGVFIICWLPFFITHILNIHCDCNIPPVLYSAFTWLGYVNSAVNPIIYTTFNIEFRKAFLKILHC
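Tetracycline-induced HEK293 T-REx cells force-coupled to calcium signalling expressed D2; compounds were pin-added after a 10 s baseline, read kinetically 180 s, then an EC20 dopamine challenge followed with a further 180 s calcium read.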
D1 agonist: Allosteric Agonists of the Human D1 Dopamine Receptor: qHTS | D(1A) dopamine receptor (Homo sapiens), P21728 | HEK293 T-REx D1 cells, calcium flux, agonist mode | activation, % at 2 µM | 360,000 tested, 1% active | AID 504660, 2011; in the data active = activation above about 30%; also: 0% is about no effect
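Tetracycline-induced HEK293 TREx D1 cells, force-coupled to calcium signalling, were dye-loaded with a no-wash calcium kit. Compound was pin-added after a 10 s baseline. Fluorescence was read kinetically at 1 cycle/s for 180 s, with calcium rises flagged as agonism.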
D1 antagonist: Antagonist of Human D 1 Dopamine Receptor: qHTS; AID 504652, 2011; 360,000 tested, 3.2% active; HEK293 TREx D1 cells, calcium flux, dopamine EC80; active compounds read low; activity change, negative = inhibition, % at 10 µM; D(1A) dopamine receptor (Homo sapiens), P21728; in the data active = activity change below about -30%; also: % is scaled to controls: 0 for no effect and ±100 for the full control effect
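Kinetic fluorescence of a calcium dye serves as the read-out. D1-expressing Hek293 Trex cells, induced overnight at 30 C, are exposed to compound for 180 s before an EC80 dopamine addition, then read 180 s further.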
An asterisk follows results filed as active; ? = inconclusive; · = not tested or not shown; & = joins results of further samples. Unless noted, calls follow the shape of the dose curve; as a rule, active = well fitted curve in the direction sought with a large enough effect; inconclusive = small, poorly fitted or top-dose-only effect, or another doubt; inactive = no such curve, though single readings can be large; an effect the other way counts as inactive or inconclusive.

Start of the data: the first 15 compounds (preview)
| smiles | D1 potentiator | GRP78 ERSR act | RXFP1 antagonist | Vif-APOBEC3G blk | RXFP1 ag | Vif-A3F inh | D2 PAM | D1 agonist | D1 antagonist |
| --- | --- | --- | --- | --- | --- | --- | --- | --- | --- |
| CC(C)(C)c1ccc(C(=O)Nc2ccccc2C(=O)NCCN2CCOCC2)cc1 | -8 | 2% | -14 | 3% | 2.5% | 0% | 10 | 11 | 7 |
| N#Cc1cccc(CN2CCC(=O)N([C@H](CO)c3ccccc3)CC2)c1 | 2 | -4%&-1% | · | 0%&0% | -1.4% | 4% | 5 | 5 | 0 |
| Cc1ccc(/C=N/NC(=S)NCCc2ccccc2)s1 | 1 | -6% | 10 | -3% | -0.4% | 4% | 8 | 5 | -6 |
| CCOC(=O)CN1CCS(=O)(=O)CC1 | -5 | -1% | 11 | -4% | 0.9% | 0% | 2 | 2 | · |
| Cc1cc(C)nc(N(C#N)S(=O)(=O)c2ccccc2Cl)n1 | -3 | -4% | -16 | -5% | 1.5% | · | 4 | 0 | -8 |
| COc1ccc(NC(=O)c2ccc(N3C(=O)C4CC=C(C)CC4C3=O)cc2)c(OC)c1 (stereo not given) | 1 | -5% | 5 | 1% | -1.7% | -3% | 6 | 4 | -22 |
| COc1ccc(-c2cc3ccc(O)c(CN4CCCC4)c3oc2=O)cc1OC | 2 | 3% | -7 | 3% | ? | 1% | 15 | 4 | -5 |
| O=C(CN1CCN(Cc2ccccc2)CC1)c1ccccc1 | -4 | -2% | -1 | 2% | 1.2% | -2% | -10 | 2 | -1 |
| C/C(=N\OC(=O)c1ccc(F)cc1)c1ccc(F)c(F)c1 | -6 | -2% | · | 0% | 2.8% | -12% | 1 | 1 | -9 |
| Cc1ccc(O)c(NC(=O)C2CC(c3cccc(Br)c3)=NO2)c1 (stereo not given) | -9 | -2% | -19 | -7% | 0.8% | -18% | 1 | 6 | -16 |
| CS(=O)(=O)N(Cc1ccc(C(=O)NCCSc2ccccn2)cc1)c1ccccc1 | 6 | 5% | -2 | -2% | -0.7% | 1% | -1 | 5 | -10 |
| Cc1cc(=O)c2c(o1)CC(C)(C)CC2=O | 4 | -2% | -13 | -4% | -1.3% | -4% | 1 | 5 | -3 |
| CCCCn1c(NC(C)=O)c(C#N)c2nc3ccccc3nc21 | -2 | -4% | -1 | 1% | 8.6% | -7% | 3 | 5 | 5 |
| CCOC(=O)C(=CNc1ccc2c(c1)c1ccccc1n2CC)C(=O)OCC | 9 | 0% | -17 | -1% | 0.0% | 5% | 0 | 2 | 13 |
| COc1ccccc1C(=O)Nc1nnn(C)n1 | 8 | -3% | -12 | -4% | 2.8% | 3% | -4 | 3 | 6 |

The listing, repeating the preview:
| smiles | D1 potentiator | GRP78 ERSR act | RXFP1 antagonist | Vif-APOBEC3G blk | RXFP1 ag | Vif-A3F inh | D2 PAM | D1 agonist | D1 antagonist |
| --- | --- | --- | --- | --- | --- | --- | --- | --- | --- |
| CC(C)(C)c1ccc(C(=O)Nc2ccccc2C(=O)NCCN2CCOCC2)cc1 | -8 | 2% | -14 | 3% | 2.5% | 0% | 10 | 11 | 7 |
| N#Cc1cccc(CN2CCC(=O)N([C@H](CO)c3ccccc3)CC2)c1 | 2 | -4%&-1% | · | 0%&0% | -1.4% | 4% | 5 | 5 | 0 |
| Cc1ccc(/C=N/NC(=S)NCCc2ccccc2)s1 | 1 | -6% | 10 | -3% | -0.4% | 4% | 8 | 5 | -6 |
| CCOC(=O)CN1CCS(=O)(=O)CC1 | -5 | -1% | 11 | -4% | 0.9% | 0% | 2 | 2 | · |
| Cc1cc(C)nc(N(C#N)S(=O)(=O)c2ccccc2Cl)n1 | -3 | -4% | -16 | -5% | 1.5% | · | 4 | 0 | -8 |
| COc1ccc(NC(=O)c2ccc(N3C(=O)C4CC=C(C)CC4C3=O)cc2)c(OC)c1 (stereo not given) | 1 | -5% | 5 | 1% | -1.7% | -3% | 6 | 4 | -22 |
| COc1ccc(-c2cc3ccc(O)c(CN4CCCC4)c3oc2=O)cc1OC | 2 | 3% | -7 | 3% | ? | 1% | 15 | 4 | -5 |
| O=C(CN1CCN(Cc2ccccc2)CC1)c1ccccc1 | -4 | -2% | -1 | 2% | 1.2% | -2% | -10 | 2 | -1 |
| C/C(=N\OC(=O)c1ccc(F)cc1)c1ccc(F)c(F)c1 | -6 | -2% | · | 0% | 2.8% | -12% | 1 | 1 | -9 |
| Cc1ccc(O)c(NC(=O)C2CC(c3cccc(Br)c3)=NO2)c1 (stereo not given) | -9 | -2% | -19 | -7% | 0.8% | -18% | 1 | 6 | -16 |
| CS(=O)(=O)N(Cc1ccc(C(=O)NCCSc2ccccn2)cc1)c1ccccc1 | 6 | 5% | -2 | -2% | -0.7% | 1% | -1 | 5 | -10 |
| Cc1cc(=O)c2c(o1)CC(C)(C)CC2=O | 4 | -2% | -13 | -4% | -1.3% | -4% | 1 | 5 | -3 |
| CCCCn1c(NC(C)=O)c(C#N)c2nc3ccccc3nc21 | -2 | -4% | -1 | 1% | 8.6% | -7% | 3 | 5 | 5 |
| CCOC(=O)C(=CNc1ccc2c(c1)c1ccccc1n2CC)C(=O)OCC | 9 | 0% | -17 | -1% | 0.0% | 5% | 0 | 2 | 13 |
| COc1ccccc1C(=O)Nc1nnn(C)n1 | 8 | -3% | -12 | -4% | 2.8% | 3% | -4 | 3 | 6 |
| COC(=O)c1cc2oc(C)cc2n1Cc1ccc(C)cc1 | 3 | 2% | -39 | -1% | 2.7% | -12% | 5 | 3 | 9 |
| CN(C)c1ccc(C(=O)Nc2ccc(S(=O)(=O)Nc3nccs3)cc2)cc1 | -7 | 1% | -13 | 0% | ? | 0% | 8 | 3 | 12 |
| CCOC(=O)c1[nH]c(C)c(C(=O)OCC(=O)NCc2ccc(OC)cc2)c1C | 1 | 0% | -5 | 1% | 0.9% | -15% | 12 | 1 | -25 |
| CCc1nnc(NC(=O)CCC(=O)N2CCN(Cc3ccc(F)cc3)CC2)s1 | -1 | -1% | 1 | 0% | -0.8% | 4% | -8 | 2 | -6 |
| N#C/C(=C\c1cccc(OCC(=O)O)c1)c1nc2ccccc2[nH]1 | -2 | 14% | 3 | 5% | 3.0% | 1% | -2 | 6 | 2 |
| O=C(Nc1nnc(COc2ccccc2)s1)Nc1ccccc1F | 11 | -2% | -14 | 2% | 0.0% | 0% | 1 | 1 | -5 |
| C/C(=N/NC(=O)Cc1ccccc1)c1ccc(C)s1 | -7 | 3% | 6 | 0% | 3.5% | 11% | -2 | 1 | 2 |
| CC1=C/C(=C\C=C(C#N)C#N)N(C)c2ccccc21 | -12 | -4% | -21 | 1.8µM* | 0.0% | ? | -12 | 45* | -35* |
| COc1ccc(C(=O)COc2ccc(F)cc2)c(O)c1 | 0 | 2% | -17 | -6% | 0.2% | 6% | 2 | -1 | 14 |

Remaining list, next part.
Screens by letter – A = D1 potentiator; B = GRP78 ERSR act; C = RXFP1 antagonist; D = Vif-APOBEC3G blk; E = RXFP1 ag; F = Vif-A3F inh; G = D2 PAM; H = D1 agonist; I = D1 antagonist
CC(NCC(=O)NCC(=O)Nc1ccc(F)cc1)c1cccc(C(F)(F)F)c1 (stereo not given)
  A: · | B: -2% | C: -8 | D: 1% | E: · | F: -9% | G: · | H: · | I: ·

Cc1ccc(CNC(=O)c2c[nH]c3ccc(S(=O)(=O)N4CCOCC4)cc3c2=O)cc1
  A: -1 | B: -3% | C: · | D: 1% | E: 9.8% | F: -1% | G: 11 | H: 0 | I: -19

Nc1nnc(SCCCC(=O)c2ccccc2)s1
  A: -6 | B: 8% | C: 8 | D: -2% | E: -1.4% | F: -19% | G: 9 | H: 1 | I: -2

CSCCC(NS(=O)(=O)c1ccc(F)cc1)C(=O)NCc1ccc(S(N)(=O)=O)cc1 (stereo not given)
  A: -6 | B: -3% | C: 6 | D: 3% | E: 5.0% | F: 0% | G: -5 | H: 2 | I: -6

These rows are one share of the data; the hit share may differ from the screen's.
